Screening data: PubChem BioAssay, several laboratories
CCHF vOTU inh: blocks the CCHF virus ovarian tumor domain protease; CCHFV vOTU protease, Pep-AMC fluorescence; inhibition, % at 11.5 µM; hit rate 0.55% among 370,000; AID 651958; in the data active = inhibition above about 30%; note: 0% = vehicle wells with enzyme and 100% = no enzyme wells
MazEF act: MazEF (E. coli) toxin RNase activation; P0AE70; FAM/BHQ RNA-DNA oligo cleavage fluorescence, 5 h; activation, % at 20 µM; hit rate 0.32% among 350,000; AID 504720; in the data active = activation above about 50%
Target sequence (P0AE70 whole entry, looked up): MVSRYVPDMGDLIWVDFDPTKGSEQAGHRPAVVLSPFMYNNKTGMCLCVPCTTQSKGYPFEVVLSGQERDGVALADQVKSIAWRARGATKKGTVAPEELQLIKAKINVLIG
BH1578 lux ind: inducers of Vibrio cholerae quorum light production without autoinducers; V. cholerae BH1578 lux reporter, luminescence, 6 h; AID 588436; hit rate 0.16% among 350,000; activation, % at 18.7 µM; in the data active = activation mostly above about 9.7%, no sharp cut-off; note: not every result past the cut was called active; inactives centre near 0; reference of the scale not given here
PrPC TRFRET: cell surface PrPC inhibition, primary TR-FRET screen | TR-FRET read-out | hit rate 0.43% among 370,000 | P04156 | inhibition, % at 13.8 µM | AID 720596; in the data active = inhibition above about 24%; note: 0% = median of the test wells and 100% = reference compound wells
Rv3671c protease: inhibitors of M. tuberculosis serine protease Rv3671c; P9WHR9; inhibition, % at 5.96 µM; hit rate 0.048% among 320,000; in the data active = inhibition above about 38%;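 note: extracellular domain of Rv3671c used as enzyme; 0% = enzyme with DMSO and 100% = no enzyme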
Target sequence (P9WHR9 whole entry, looked up, the tested form may be a part): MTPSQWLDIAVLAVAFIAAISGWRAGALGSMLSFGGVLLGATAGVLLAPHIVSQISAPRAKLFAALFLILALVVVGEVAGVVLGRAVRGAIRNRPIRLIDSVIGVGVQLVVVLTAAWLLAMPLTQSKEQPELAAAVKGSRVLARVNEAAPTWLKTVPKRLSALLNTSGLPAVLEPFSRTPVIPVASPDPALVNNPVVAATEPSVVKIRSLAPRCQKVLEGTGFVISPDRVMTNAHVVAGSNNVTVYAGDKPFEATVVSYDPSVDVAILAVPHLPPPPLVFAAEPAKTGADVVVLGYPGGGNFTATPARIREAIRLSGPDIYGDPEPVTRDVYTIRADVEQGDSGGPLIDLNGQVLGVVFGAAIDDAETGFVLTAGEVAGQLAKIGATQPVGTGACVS
SARS 3CLpro inh: SARS-CoV 3CLpro protease inhibition; recombinant SARS-CoV 3CLpro, quenched FRET peptide cleavage; inhibition, % at 6 µM; hit rate 0.14% among 290,000; AID 1706; in the data active = inhibition above about 12%
VHR inh abs: blocks human VHR1 dual specificity phosphatase | P51452 | recombinant VHR phosphatase, pNPP absorbance | inhibition, % at 13.3 µM | hit rate 0.52% among 290,000 | AID 1654; in the data active = inhibition above about 50%; note: some compounds called inactive have numbers as strong as hits
Target sequence (P51452 whole entry, looked up): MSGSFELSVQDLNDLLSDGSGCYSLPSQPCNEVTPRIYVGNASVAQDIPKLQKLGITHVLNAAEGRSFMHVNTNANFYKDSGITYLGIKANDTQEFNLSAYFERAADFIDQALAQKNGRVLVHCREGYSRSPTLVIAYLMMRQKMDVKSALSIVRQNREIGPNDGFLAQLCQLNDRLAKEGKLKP
PriA SSB inh: inhibitors of Klebsiella pneumoniae PriA binding to SSB C-terminal tail; hit rate 0.6% among 430,000; inhibition, % at 33 µM; AlphaScreen SSBct-PriA binding, biotinylated peptide; in the data active = inhibition mostly above about 37%, no sharp cut-off; inactive = mostly below about 20%;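 note: plate controls were negative control peptide for no effect and reference peptide for full effect; strong numbers were not always called active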
TcdB inh: blocks C. difficile toxin B glycohydrolase activity | P18177 | TcdB glycohydrolase enzymatic assay, plate reader | inhibition, % at 9.99 µM | hit rate 0.24% among 350,000; in the data active = inhibition above about 10%
Yp Topo-I inh: Y. pestis Topo-I inhibition via cleavage products; Y. pestis Topo-I cleavage product accumulation, plate reader; activity, % at 10 µM; AID 504884; hit rate 0.064% among 360,000; in the data active = activity above about 50%, passing the limit was not always enough; note: inactives centre near 2
* marks the source's active call; other numbers are inactive results; i = inactive; x = no result given; & = joins results of further samples. The list is partial (hit frequency here may not be typical).

SMILES	CCHF vOTU inh	MazEF act	BH1578 lux ind	PrPC TRFRET	Rv3671c protease	SARS 3CLpro inh	VHR inh abs	PriA SSB inh	TcdB inh	Yp Topo-I inh
COc1ccc(CCN2CC(C(=O)NCc3nc4ccccc4n3C)CCC2=O)cc1 (configuration not stated)	-5	5	i	-8	-6	6	14	-7	2.3	7
O=C(CNC(=O)c1ccccc1)OCc1nnc(-c2ccc(Cl)cc2)o1	-10	-1	0.1	3	5	0	13	-11	-3.3	5
CCOC(=O)[C@H]1[C@H]2COc3ccc(C)cc3[C@@H]2N2C(=O)c3ccccc3NC(=O)[C@@]12C	-4	1	-2.2	4	-2	x	x	4	0.9	7
Cc1ccc(C(=O)NC(C)c2ccncc2)o1 (configuration not stated)	17	4	-0.7	3	-7	-1	5	3	0.4	-8
CC(C)Oc1ccc(F)cc1-c1cc(C(=O)NCc2cccs2)[nH]n1	-11	x	-5.0	3	x	x	x	x	0.9	5
CSc1ccc(CNCc2ccco2)cc1	1	0	i	2	4	-7	8	-3	1.7	0
COc1ccc(C(=O)COC(=O)c2c(C)noc2C)cc1Cl	9	0	i	4	3	x	x	0	-4.2	-6
O=C(O)c1cccc(S(=O)(=O)NCC2CCCO2)c1 (configuration not stated)	-4	4	-0.7	2	-1	1	-12	1	x	1
CC1(C(=O)NS(C)(=O)=O)CCN1C(=O)CC(c1ccccc1)c1ccccc1 (configuration not stated)	-1	x	-1.6	2	x	x	x	x	-0.4	4
C/C(=N/NC(=O)c1ccc(C)nc1)c1ccc2c(c1)CCCC2	-6	2	-0.4	9	-20	-3	8	x	-1.1	9
CCC(=O)NC(O)C(=O)c1ccc(C)cc1 (configuration not stated)	4	-8	i	3	-1	4	-6	7	x	2
CCC(OC(=O)c1nsc(Cl)c1Cl)C(=O)NCc1ccco1 (configuration not stated)	-8	0	-0.1	-8	1	3	-24	-6	x	-8

Entries above that contain an aryl methoxy group, in the order listed:
SMILES	CCHF vOTU inh	MazEF act	BH1578 lux ind	PrPC TRFRET	Rv3671c protease	SARS 3CLpro inh	VHR inh abs	PriA SSB inh	TcdB inh	Yp Topo-I inh
COc1ccc(CCN2CC(C(=O)NCc3nc4ccccc4n3C)CCC2=O)cc1 (configuration not stated)	-5	5	i	-8	-6	6	14	-7	2.3	7
COc1ccc(C(=O)COC(=O)c2c(C)noc2C)cc1Cl	9	0	i	4	3	x	x	0	-4.2	-6

Next part
SMILES	CCHF vOTU inh	MazEF act	BH1578 lux ind	PrPC TRFRET	Rv3671c protease	SARS 3CLpro inh	VHR inh abs	PriA SSB inh	TcdB inh	Yp Topo-I inh
Cc1nonc1OCCNCCNc1ccccc1[N+](=O)[O-]	-3	4	-0.3	-8	1	-1	14	6	2.3	-2
CCCn1c(NCc2c[nH]c3ccccc23)nc2ccccc21	3	5	-3.1	-3	7	1	25	9	x	-5
Cc1ccc(C2=CSC3=NCCN23)c(C)c1	-5	0	i	-4	-12	-9	14	-17	x	-4
CCCCN(C(=O)CCC(=O)Nc1cc(C)on1)C(C(=O)NC1CCCC1)c1ccc(OCC)cc1 (configuration not stated)	37*	4	-0.3	2	3	2	33	-3	-6.2	8
CC(C)NC(=O)NC(=O)COC(=O)CCOc1ccccc1	3	4	5.6	4	-5	-3	16	1	x	1
O=C(CSc1nnnn1-c1ccc(O)cc1)c1cc2ccccc2o1	2	-9	-0.7	4	-12	5	0	-2	1.1	-5
CC(C)CC1CCCCC1OC(=O)C[N+]1(C)CCCCC1 (configuration not stated)	-2	6	i	8	10	2	-6	-21	-0.8	-14
O=P(Cc1cc(Br)cc(Br)c1OCCO)(c1ccccc1)c1ccccc1	-9	5	-0.4	8	1	1	17	4	2.2	12
Nc1ccc(CC(N)c2csc(Nc3ncccn3)n2)cc1 (configuration not stated)	-3	x	-0.7	21	x	x	x	x	0.9	-5
Cc1nnsc1C(=O)Nc1ccc(Cl)cc1Cl	3	5	-0.6	-7	-14	1	19	-14&-14	x	0
O=[N+]([O-])c1cccnc1Sc1ccc(Cl)cc1	-2	1	-18	-15	2	3	2	52*	1.0	-11
O=C(O)COc1ccccc1/C=C1\SC(=S)N(/N=C/c2ccccc2O)C1=O	14	0	-0.3	-27	-4	0	3	x	x	-7
COc1cc(NC(=O)Cn2c(=O)n(-c3cccc(C)c3)c(=O)c3c(C)c(C)sc32)cc(OC)c1	1	-1	0.7	4	-13	5	-10	0	-8.7	-2
Fc1ccccc1NC(=S)NC1CCCC1	-13	3	0.5	2	2	2	16	-8	-0.3	1
CCCC(c1nnnn1C(C)(C)C)N1CCN(Cc2ccccc2)CC1 (configuration not stated)	4	6	-1.0	0	-4	2	-4	-16	1.8	19
CCOC(=O)c1c(NC(C)=O)sc(C(=O)NC2CCCC2)c1C	8	3	-0.2	-4	4	-2	-3	-6	0.4	3
N#Cc1cn(CCCOc2ccccc2)c2ccccc12	14	-12	-0.7	0	3	2	0	-114	x	-2
CC1CCCC(C)N1C(=O)COc1ccccc1F (configuration not stated)	-10	-8	i	-6	2	1	18	-11	0.6	0
COc1ccc(OC)c(C(=O)c2coc3ccc(O)c(CN(C)C)c23)c1	11	7	-0.9	-2	-7	1	-12	-12	0.6	0
Cc1ccc2nc3c(c(C(=O)OC4CCOC4=O)c2c1)CCCC3 (configuration not stated)	-8	1	0.6	6	0	1	-6	8	2.4	-8
CCc1ccccc1NC(=O)C1CCN(S(=O)(=O)c2ccc(N3CCCC3=O)cc2)CC1	-4	7	-0.3	-8	x	x	x	x	1.0	2
Cc1nc(-c2ccc(C(=O)Nc3cccc(Br)c3)cc2)cs1	4	-5	x	12	-37	-2	6	-19	-1.4	0
CC1CCCC(C)N1C(=O)Cn1nnc(-c2ccccc2)n1 (configuration not stated)	-12	2	i	5	2	1	-2	-10	1.1	8
N#CC1(c2ccccc2)CCC(=O)N1c1ccccc1 (configuration not stated)	-6	1	-0.4	2	9	0	-13	-8	0.6	4
Cc1[nH]c2ccccc2c1-c1ccc(Cl)nn1	2	8	i	-2	6	3	12	-14	0.1	-12
COc1ccc(/C=N/OCC(=O)N=Nc2c(O)[nH]c3ccc(Br)cc23)cc1OC	24	3	-0.2	-3	-20	1	28	x	0.9	5
COc1ccc([C@@H]2[C@@H]3C(=O)N(C(C)(C)C)C(=O)[C@@H]3[C@]3(Cc4ccc(Cl)cc4)C(=O)N(c4cccc(F)c4)C(=O)N23)cc1	-4	2	i	5	1	x	x	5	0.6	-2
O=C(c1cccc(F)c1)N1CCCC(C(=O)N2CCCCCC2)C1 (configuration not stated)	-4	3	-0.6	7	5	1	-10	3	0.6	2
O=C(NCc1ccccc1Cl)c1ccc(CS(=O)Cc2ccc(Cl)cc2)o1 (configuration not stated)	10	-6	-2.1	1	-1	1	15	7	-0.2	2
CCN1CCN(c2ncc(C(=O)Nc3ccccc3C(=O)OC)c3ccccc23)CC1	5	12	i	-7	9	0	16	-11	x	24
CCN1CCN(C(=O)Cn2nc(C)c3sc4ccccc4c3c2=O)CC1	5	11	i	-10	1	0	13	-4	2.5	6
Cn1nnnc1NCc1ccccc1F	0	9	-0.2	-6	-2	5	4	10	1.1	0
CCSc1ncc(C#N)c(=O)[nH]1	8	10	i	10	4	-2	12	-20	x	1
Cc1ccc(S(=O)(=O)N2CCN(C(=O)COC(=O)CCOc3cc(C)ccc3C)CC2)cc1	-4	-2	i	-1	-4	x	x	-9	0.9	30
CC(OC(=O)c1nn(C)c(=O)c2ccccc12)C(=O)NCc1ccc2c(c1)OCO2 (configuration not stated)	-2	2	i	7	-6	6	12	-9	x	-2
COc1cc(/C=N/NC(=O)c2ccncc2)ccc1OCC(=O)Nc1cccc([N+](=O)[O-])c1	-14	-3	i	-9	-2	2	12	x	1.2	3

Whole records, quoted from the list.
`N#Cc1cn(CCCOc2ccccc2)c2ccccc12` in the list: CCHF vOTU inh: 14; MazEF act: -12; BH1578 lux ind: -0.7; PrPC TRFRET: 0; Rv3671c protease: 3; SARS 3CLpro inh: 2; VHR inh abs: 0; PriA SSB inh: -114; TcdB inh: x; Yp Topo-I inh: -2
`N#CC1(c2ccccc2)CCC(=O)N1c1ccccc1` (configuration not stated) in the list: CCHF vOTU inh: -6; MazEF act: 1; BH1578 lux ind: -0.4; PrPC TRFRET: 2; Rv3671c protease: 9; SARS 3CLpro inh: 0; VHR inh abs: -13; PriA SSB inh: -8; TcdB inh: 0.6; Yp Topo-I inh: 4
`Fc1ccccc1NC(=S)NC1CCCC1` in the list: CCHF vOTU inh: -13; MazEF act: 3; BH1578 lux ind: 0.5; PrPC TRFRET: 2; Rv3671c protease: 2; SARS 3CLpro inh: 2; VHR inh abs: 16; PriA SSB inh: -8; TcdB inh: -0.3; Yp Topo-I inh: 1

(cont.)
SMILES	CCHF vOTU inh	MazEF act	BH1578 lux ind	PrPC TRFRET	Rv3671c protease	SARS 3CLpro inh	VHR inh abs	PriA SSB inh	TcdB inh	Yp Topo-I inh
COc1ccc(-c2cc(C(F)(F)F)nc(SCC(N)=O)n2)cc1	-66	0	i	5	-2	1	-16	-9	x	-7
c1ccc2sc(SCSc3nc4ccccc4s3)nc2c1	12	-2	i	1	1	1	1	-2&-20	1.4	30
Cc1oc(-c2ccccc2)nc1C(=O)N1CCN(c2ccc(F)cc2)CC1	6	-6	i	8	-1	7	-2	6	4.1	15
Cc1cc(C)cc(NC(=S)N(CCN(C)C)Cc2cccs2)c1	-4	-11	-0.2	-5	-5	0	8	6	0.7	3
O=c1cc(CSc2n[nH]c(-c3ccncc3)n2)nc2sccn12	-10	7	-0.5	3	10	1	14	-8	-0.5	6
CN(C)CCNC(C(=O)Nc1cccc(S(=O)(=O)N2CCOCC2)c1)c1ccccc1 (configuration not stated)	2	5	-2.0	-7	-1	x	x	12	0.4	-5
CCOC(=O)c1c(S(=O)(=O)N2CCCC(C(=O)Nc3ccc(C)cn3)C2)c(C)n(C)c1C (configuration not stated)	15	3	3.1	4	-1	-4	12	2	2.6	-1
Cc1ccc(NS(=O)(=O)c2ccc3c(c2)CC(=O)N3)c(C)c1	13	5	-0.2	-8	-16	-5	25	-2	0.5	4
COc1cc(C(=O)NCc2cccc(Cl)c2)ccc1OCC(=O)N1CCOCC1	-8	3	-0.5	4	2	x	x	4	1.5	5
CCN(CC)CCNC(=O)Cn1nc(Cc2ccncc2)c2ccccc2c1=O	2	7	0.8	-3	-3	-4	32	-8	0.8	3
O=C(Nc1nccs1)C1CC(=O)N(CCc2ccccc2)C1 (configuration not stated)	0	-3	-5.6	5	x	x	x	-3	-1.0	5
Cc1c(OCC(=O)NCc2ccccn2)ccc2c(-c3ccccc3)cc(=O)oc12	-1	30	-0.5	-3	-7	2	20	-10	0.0	2
Cc1cccc(C(C)C)c1NC(=O)Cc1ccc(S(=O)(=O)N2CCOCC2)s1	-7	5	-1.4	7	0	x	x	-10	0.8	2
COc1ccc(S(=O)(=O)N(C)C)cc1NC(=O)COC(=O)c1nc2nccc(C)n2n1	11	1	i	-5	-4	7	23	-2	0.4	-3
COc1ccc(CC(=O)N2CCN(C(=O)Cc3ccc(OC)c(OC)c3)CC2)cc1OC	-5	0	i	1	x	x	x	x	0.8	-4
COc1ccc(CCN2CC(C(=O)Nc3ccc4c(c3)OCO4)CC2=O)cc1OC (configuration not stated)	-10	14	i	-1	6	1	-4	-1	0.2	3
CC1(C)Cc2cccc(OCC(=O)NCCOc3ccccc3)c2O1	8	6	0.3	2	-2	7	37	-7	1.5	20
O=C(Cn1nc(C(F)F)cc1C(F)F)NNC(=S)Nc1ccc(F)cc1	-5	5	-0.3	-5	1	2	6	-5	x	3
COc1ccc(-c2csc(C(O)c3ccccc3)n2)cc1 (configuration not stated)	-6	x	i	-2	x	x	x	x	1.2	21
Cc1cccc(C)c1NC(=O)CNC(=O)CNC(=O)c1ccc2c(c1)OCO2	12	-9	-0.7	7	2	x	x	-10	2.2	6
Cc1cc(N/N=C/c2cccc([N+](=O)[O-])c2)nc(-n2nc(C)cc2C)n1	-17	21	-0.1	2	-3	3	20	i	1.3	11
CCOC(=O)c1c(S(=O)(=O)Nc2ccc(F)cc2Cl)c(C)n(C)c1C	4	4	i	5	-5	-3	2	-1	0.7	3
Cc1cc(C)nc(N2CCN(S(=O)(=O)c3ccc(F)cc3)CC2)n1	-11	5	i	1	2	1	-14	2	0.5	9
O=C(OCC(=O)c1ccc[nH]1)c1ccc(Br)cc1	3	-10	i	5	-5	x	x	-5	1.4	-6
